PhoP GFP inhibition = PhoP regulon inhibitors, Salmonella typhi PhoP promoter GFP reporter, confirmatory (AID 1850) | inhibition, % at 50 µM, or IC50 in µM where a hit was titrated | Salmonella Typhi PhoP-promoter GFP reporter, fluorescence, 4 h; higher % means a stronger effect | hit rate 0.33% among 310,000; in the data active means a potency from the dose series; inconclusive means inhibition mostly from about 25% at the one dose, without a potency; inactive means the rest, 99 in 100 with inhibition below about 19%;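 further: 0% = induced wells with vehicle and 100% = uninduced wells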
H37Rv inhibition = M. tuberculosis growth inhibition, HTS (AID 449762); one-dose inhibition, % at 25 µM; IC50 in µM for titrated hits; M. tuberculosis H37Rv growth inhibition, 7H9 media; higher % means a stronger effect; hit rate 0.59% among 330,000; in the data active means a potency from the dose series; inconclusive means inhibition above about 70% without an active follow-up result;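 further: bacterial growth assessed after seven days of incubation; strong numbers were not always called active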
M. tuberculosis = growth inhibition of non-replicating M. tuberculosis (AID 488890); hit rate 0.39% among 320,000; Mycobacterium tuberculosis non-replicating, growth inhibition; higher % means a stronger effect; inhibition, % at 25 µM, or IC50 in µM where a hit was titrated; in the data active means a potency from the dose series; inconclusive means inhibition mostly from about 82% at the one dose, without a potency; inactive means the rest, 99 in 100 with inhibition below about 76%;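 further: plate controls were DMSO cells for no effect and high antibiotic wells for full effect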
H1N1 NS1A inhibition = H1N1 influenza NS1A inhibitors, functional cell based assay (AID 504329). NS1A functional cell-based assay, percent inhibition; higher % means a stronger effect. inhibition, % at 12.5 µM; hits with a dose series show IC50 in µM. hit rate 0.3% among 340,000; in the data active means a potency from the dose series; inconclusive means inhibition above about 27% without an active follow-up result; further: strong numbers were not always called active
inhibitors of VEEV = inhibitors of VEEV TC-83 cytopathic effect, confirmation, Vero cells (AID 588727) | Vero cells, VEEV TC-83 cytopathic effect inhibition; higher % means a stronger effect | inhibition, % at 20 µM, or IC50 in µM where a hit was titrated | hit rate 0.13% among 350,000; in the data active means a potency from the dose series; inconclusive means inhibition mostly from about 14% at the one dose, without a potency; inactive means the rest, 99 in 100 with inhibition below about 12%; further: strong numbers were not always called active
inhibitors of VEEV 10K pilot screen = recorded beside inhibitors of VEEV, whose call it bears; inhibition, %; measured here: 10K pilot screen inhibition
* marks the source's active call; other numbers are inactive results; i = inactive; ? = inconclusive; nt = not tested or not shown; & = joins results of further samples.

SMILES | PhoP GFP inhibition | H37Rv inhibition | M. tuberculosis | H1N1 NS1A inhibition | inhibitors of VEEV | others
Cc1ccc(OCC(=O)NNC(=O)C2CCC2)cc1C | nt | -5% | 9% | -6% | 3.0%
CCOC(=O)c1cnc2ccc(OCC)cc2c1N1CCN(c2ccccc2OC)CC1 | 3% | 64% | 39% | -1% | 3.8%
CC(=O)c1cccc(S(=O)(=O)N2CCN(c3ccccc3F)CC2)c1 | -21% | -12% | 3% | -52% | 0.2%
C=CCC1CCCCC12NC(=O)N(c1ccccc1)N2 (configuration not stated) | 1% | 44% | 4% | 0% | 2.5%
c1ccc(-n2nnnc2NC2CCCCC2)cc1 | 2% | -17% | 23% | 1% | i
COc1cc(NC(=O)c2nccnc2N)cc(C(=O)Nc2cccc(C(F)(F)F)c2)c1 | -4% | 4% | 6% | -6% | 0.1%&1.6%
Cc1ccc(C(=O)N2CC(=O)Nc3ccc(F)cc3C2c2ccccc2)cc1 (configuration not stated) | -6% | 6% | -5% | -4% | i
COc1ccccc1N(CC(O)CN1CCOCC1)S(=O)(=O)c1ccccc1 (configuration not stated) | 13% | 5% | 18% | 5% | 0.5%
c1ccc2c(c1)nc(CN1CCOCC1)n1c3ccccc3nc21 | 5% | -3% | 18% | -17% | 12%
Cc1cc2cc(C)c3nnc(SCC(=O)NCc4ccco4)n3c2cc1C | -20% | 3% | 3% | 8% | 2.5%
Cc1cc2cc(CNC(=O)c3cccs3)ccc2n1C | 5% | 12% | 72% | 5% | 1.8%
C/C(=N\Nc1nc2ccc(Cl)cc2o1)c1ccccc1 | 0% | ? | ? | nt | 1.0%
O=C(OCc1cc(=O)c(OC(=O)c2ccccc2)co1)c1ccccc1 | nt | nt | nt | 3% | 0.6%
O=C1c2[nH]c(=O)[nH]c(=O)c2CN1Cc1ccccc1 | nt | nt | nt | 0% | 0.9%
COc1ccc(-c2cnc3nc(/N=C/N(C)C)nn3c2/N=C/N(C)C)cc1 | -2% | -1% | 1% | -1% | 0.7%
CCCCCc1cc(=O)oc2c(C(CCN3CCN(c4ccccc4)CC3)c3ccc4c(c3)OCO4)c(OC)cc(OC)c12 (configuration not stated) | 4% | 9% | 62% | 9% | i
Brc1ccc(CN2CCN(c3ccccc3)CC2)o1 | 2% | 1% | 29% | 6% | i
CCOc1ccc2nc(NCCNC(=O)c3cc(OC)c(OC)c(OC)c3)c(C#N)cc2c1 | -5% | 0% | -5% | -29% | 2.5%
O=C(Cc1nc2ccccc2s1)c1ccc(O)cc1O | 23% | 4% | 13% | nt | nt
Cc1ccc(OCC(=O)N2CCCCC2C)c([N+](=O)[O-])n1 (configuration not stated) | nt | 3% | -2% | -9% | 2.6%

Brought forward from above: six compounds, followed by the next part.
SMILES | PhoP GFP inhibition | H37Rv inhibition | M. tuberculosis | H1N1 NS1A inhibition | inhibitors of VEEV | others
COc1ccc(-c2cnc3nc(/N=C/N(C)C)nn3c2/N=C/N(C)C)cc1 | -2% | -1% | 1% | -1% | 0.7%
CCCCCc1cc(=O)oc2c(C(CCN3CCN(c4ccccc4)CC3)c3ccc4c(c3)OCO4)c(OC)cc(OC)c12 (configuration not stated) | 4% | 9% | 62% | 9% | i
Brc1ccc(CN2CCN(c3ccccc3)CC2)o1 | 2% | 1% | 29% | 6% | i
CCOc1ccc2nc(NCCNC(=O)c3cc(OC)c(OC)c(OC)c3)c(C#N)cc2c1 | -5% | 0% | -5% | -29% | 2.5%
O=C(Cc1nc2ccccc2s1)c1ccc(O)cc1O | 23% | 4% | 13% | nt | nt
Cc1ccc(OCC(=O)N2CCCCC2C)c([N+](=O)[O-])n1 (configuration not stated) | nt | 3% | -2% | -9% | 2.6%
CCNC(=O)NC(=O)C(C)Sc1ccc2c(c1)OCCO2 (configuration not stated) | -7% | -3% | 20% | 5% | 2.1%
CCOC(=O)c1c(S(=O)(=O)NCC(C)c2ccccc2)c(C)n(C)c1C (configuration not stated) | -31% | 10% | 15% | 14% | 1.1%
CC(NC(=O)CCc1nnc(C2CCCCC2)o1)c1ccc(F)cc1 (configuration not stated) | -5% | 5% | 20% | 5% | i
CCOC(=O)CC1CCCCN1C(=O)CCCn1nnnc1CN1CCOCC1 (configuration not stated) | -3% | -4% | 0% | 4% | 2.8%
O=C(Nc1ccccc1)Nc1ccc2ocnc2c1 | 18% | -4% | -3% | 4% | i
Cc1cc(NC(=O)CSc2ccccc2)no1 | 0% | -15% | 78% | 6% | 0.1% | inhibitors of VEEV 10K pilot screen=0.6
CCOc1cc(/C=C2\SC(=N)N(c3nccs3)C2=O)ccc1OCCN1CCOCC1 | -7% | ? | ? | 4% | ?
CCOC(=O)COc1coc(CN2CCN(c3ccc(F)cc3)CC2)cc1=O | 3% | 4% | 6% | -19% | i
COCCNC(=S)Nc1ccccn1 | 2% | 3% | -10% | 1% | 2.8%
CCOC(=O)C1=CN(CC)S(=O)(=O)NC1CC (configuration not stated) | nt | nt | nt | 2% | 1.1%
Cc1cc(NS(=O)(=O)c2ccc(NC(=O)CSc3nc4sc(C(=O)O)c(C)c4c(=O)[nH]3)cc2)no1 | 0% | -3% | 9% | -2% | i
CC(C)c1ccc(CNc2nnnn2C)cc1 | -4% | 1% | 45% | 20% | 0.3%
O=C(CNC(=O)c1ccccc1F)OCc1nc2ccc(Cl)cc2n1CCO | nt | -5% | -9% | 3% | i
COc1ccccc1C(=O)COC(=O)/C(=C/c1ccccc1)NC(C)=O | 3% | 1% | 0% | -12% | 1.4%
CCOC(=O)COc1ccc(S(=O)(=O)NCc2ccco2)cc1 | -2% | -3% | 55% | 0% | i
Cc1noc(C)c1CN(C(=S)NC1CC2CCC1C2)c1ccccc1 (configuration not stated) | 2% | 4% | 13% | -6% | 1.4%
CC(C)Oc1ccc(S(=O)(=O)N2CCOCC2)cc1NC(=O)Cc1cccs1 | -2% | -1% | 6% | 5% | 8.8%
CSCC[C@H](N)C(=O)NCC1CCC(C(=O)Nc2ccc3c(c2)OCO3)CC1 (some centres not stated) | 15% | -12% | -11% | -4% | i
CCN1CCC2(CCN(Cc3cn[nH]c3-c3ccc(OC)c(F)c3)C2)C1 (configuration not stated) | -2% | 3% | -5% | 9% | 0.1%
CCOc1ccc2[nH]c(=O)c(C(c3nnnn3CCOC)N3CCOCC3)cc2c1 (configuration not stated) | -1% | -4% | 8% | 2% | 1.0%
CC(=O)COC(=O)CNC(=O)c1ccc(Br)cc1 | -1% | -1% | 3% | 23% | 0.1%
COc1ccc(CNC(=O)Nc2ccc([N+](=O)[O-])cc2)cc1 | 8% | 3% | -7% | 11% | 2.0%
CSCCC1NC(=O)N(CC(=O)Nc2cccc(S(=O)(=O)N3CCCCCC3)c2)C1=O (configuration not stated) | nt | 5% | 26% | 10% | 5.9%
COc1ccccc1Oc1ncnc2sccc12 | -4% | 9% | 6% | -2% | 1.3%
COc1ccc(OCCCC(=O)Nc2cccc(C(C)=O)c2)cc1 | 3% | 5% | 67% | -2% | 0.4%
COC(=O)c1ccc(C(=O)OCc2nc3cc4ccccc4cc3[nH]2)cc1 | -1% | -1% | 2% | -11% | 0.1%
Cc1c(C(=O)OCC(=O)N2CC(C)OC(C)C2)oc2ccc(Br)cc12 (configuration not stated) | -2% | -1% | 31% | 10% | 0.5% | inhibitors of VEEV 10K pilot screen=0.4
Cn1ccsc1=NC(=O)c1cccc(C#N)c1 | -7% | 7% | -13% | 4% | i
N#C/C(=C\c1ccc(-c2ccccc2C(=O)O)o1)c1nc2ccccc2[nH]1 | 1% | -9% | -8% | -14% | i
CN(C(=S)Nc1cccnc1)c1ccc(O)cc1 | -9% | 6% | 0% | -2% | 1.0%
O=C(O)CC1SC(=Nc2cccc(C(F)(F)F)c2)NC1=O (configuration not stated) | 6% | 0% | -21% | -5% | 1.6%
CN(C)CCOC(=O)CC12CC3CC(C1)CC(CC(=O)OCCN(C)C)(C3)C2 | 3% | 7% | 21% | -6% | 2.4%
Cc1cc(C)cc(N2C(=O)CC(n3ccnc3)C2=O)c1 (configuration not stated) | -2% | -2% | -4% | -3% | 0.6%
COC(=O)c1cc(C(=O)OCC(=O)NC2CCS(=O)(=O)C2)cc([N+](=O)[O-])c1 (configuration not stated) | 4% | 7% | -14% | 7% | 1.4%
O=C(O)c1ccc(Nc2nc(-c3cccnc3)cs2)cc1O | 4% | ? | 72% | -12% | 1.4%
C=CCn1c(SCc2cc([N+](=O)[O-])cc3c2OCOC3)nc2cc(C(=O)O)ccc2c1=O | -9% | -2% | 13% | 6% | 2.8%
O=S(=O)(Nc1cccc2ccccc12)c1cccs1 | -8% | 13% | 16% | -8% | 3.8%
Nc1c2c(nc3sc4c(c13)CCCC4)CCCCCC2 | 19% | 12% | 52% | -4% | 0.8%
Cc1nn(-c2cccc(C(F)(F)F)c2)c(=O)c2ccccc12 | -5% | 8% | 19% | 2% | 0.4%
O=C(c1ccc2c(c1)OCO2)N1CCN(S(=O)(=O)N2CCCCC2)CC1 | 2% | 1% | 10% | 10% | 0.1%
CCC(NS(=O)(=O)c1ccc(OC)cc1)C(=O)NCCc1ccccc1 (configuration not stated) | 3% | 11% | -4% | -14% | 0.6%
CC(=O)Nc1ccc2nc(CN3CCN(CC(C)C)C(CCO)C3)ccc2c1 (configuration not stated) | -13% | 3% | 1% | 2% | i
COc1cc(NC(=O)c2cnn3c(C(F)F)cc(C4CC4)nc23)c(OC)cc1Cl | -25% | 8% | -5% | -24% | 3.8%
COc1ccccc1OCC(=O)Nc1sc2c(c1C(N)=O)CCC2 | nt | -11% | -1% | -4% | 9.3%
CCOc1ccc(Br)cc1S(=O)(=O)Nc1ccc(C(=O)OCC(=O)Nc2ccc(C#N)cc2)cc1 | 14% | -1% | 24% | -25% | 1.1%
CC(C)CCNC(=O)c1ccc(OC2CCN(S(=O)(=O)N(C)C)CC2)cc1 | -23% | -1% | 22% | 4% | 1.7%
CC(C)(C)c1ccc(OCCC(=O)NCC(c2cccs2)N2CCOCC2)cc1 (configuration not stated) | 1% | -3% | 5% | -10% | 3.8%
CCN(CC(=O)Nc1ccc(NC(C)=O)cc1)C(=O)Cc1coc2cc(C)c(C)cc12 | 0% | -4% | 11% | -8% | 7.8%
O=C(Nc1ccc(F)cc1)c1cnc(-c2ccccc2)nc1-c1ccccc1 | -12% | -11% | 15% | -11% | i | inhibitors of VEEV 10K pilot screen=1.9
COc1ccc(C2=CC3=C(Br)C(=O)C(C)(OC(=O)C4CCCC4)C(=O)C3=CO2)cc1 (configuration not stated) | 1% | 11% | 74% | -2% | i
Cn1c(SCC(=O)NCc2ccco2)nnc1C1CCCC1 | -2% | -4% | -13% | -12% | 0.8%
COc1cccc(C(=O)Nc2ccc(NC(=O)C3CC3)cn2)c1 | 7% | -5% | -5% | 12% | 1.8%
CCOC(=O)N1CCN(S(=O)(=O)N2CCCC(C(=O)NCCc3ccc(OC)c(OC)c3)C2)CC1 (configuration not stated) | 2% | 0% | 6% | -1% | 0.3%
CCn1ccc(-c2ccccc2)c(C#N)c1=O | -3% | -2% | -7% | 3% | 0.6%
Cc1ccc2nc3c(cc(C(=O)NCCc4ccccc4)c(=N)n3CCCN3CCOCC3)c(=O)n2c1 | 5% | 3% | 18% | 11% | 3.4%
O=C(c1ccc([N+](=O)[O-])cc1)N1CCCC1 | -1% | 5% | 0% | -5% | 0.6%
COc1ccc(-c2c([C@H]3[C@@H]4C=CCC[C@@]4(C)C(=O)N3Cc3ccccc3)ccc3ccccc23)cc1OC | 8% | ? | 51% | -2% | 3.2%
O=C(N/N=C/C(Cl)=C/c1ccccc1)c1cnccn1 | 8% | 1% | 0% | 1% | i
c1ccc(CNc2nnnn2-c2ccccc2)cc1 | 4% | 7% | 13% | -11% | 1.6%
COc1cccc(C(=O)Nc2cc(NC(=O)c3ccco3)ccc2OC)c1 | -2% | -4% | 4% | -7% | 10.0%

(next part)
SMILES | PhoP GFP inhibition | H37Rv inhibition | M. tuberculosis | H1N1 NS1A inhibition | inhibitors of VEEV | others
CCOC(=O)c1c(C)[nH]c(C(=O)OCC(=O)Nc2ccccc2)c1C | nt | 0% | 5% | 5% | 1.9%
COc1ccc(CCNC(=O)C2CC(c3ccc([N+](=O)[O-])cc3)=NO2)cc1 (configuration not stated) | 2% | -1% | -1% | -3% | 0.5% | inhibitors of VEEV 10K pilot screen=0.0
CCOC(=O)CSc1nnc(CNc2nc(-c3ccccc3)cs2)n1C | -9% | 4% | 75% | 4% | 0.0%
C=CCc1c(C)nc(SC)nc1Nc1ccc(C(C)=O)cc1 | -2% | 23µM* | 60% | 3% | 8.8%
